CHRM1 antagonist = blocks human M1 muscarinic receptor; AID 588852; inhibition, % at 3 µM; CHO-K1 hM1, Fluo-8 calcium fluorescence, ACh EC80 antagonist; P11229; actives 1.3% (n = 360,000);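 active = percent inhibition above its own plate's cutoff, namely the mean of that plate's compound wells plus 3 SD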;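 note: peak over basal fluorescence ratio during 140 s after agonist addition; 0% = ACh EC80 plus DMSO and 100% = DMSO alone without agonist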
Target sequence (P11229 whole entry, looked up): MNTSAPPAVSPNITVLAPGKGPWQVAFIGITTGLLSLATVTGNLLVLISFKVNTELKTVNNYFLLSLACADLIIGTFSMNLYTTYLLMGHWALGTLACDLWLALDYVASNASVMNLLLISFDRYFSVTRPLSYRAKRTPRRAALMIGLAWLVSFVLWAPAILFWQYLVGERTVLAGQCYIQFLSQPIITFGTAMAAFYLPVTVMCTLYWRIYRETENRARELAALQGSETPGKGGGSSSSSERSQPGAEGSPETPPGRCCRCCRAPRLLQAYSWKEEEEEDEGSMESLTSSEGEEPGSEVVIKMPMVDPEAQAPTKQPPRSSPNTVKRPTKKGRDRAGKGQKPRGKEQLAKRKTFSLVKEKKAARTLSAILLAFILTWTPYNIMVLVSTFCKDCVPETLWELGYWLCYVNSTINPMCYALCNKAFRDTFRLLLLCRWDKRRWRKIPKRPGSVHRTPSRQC
TAAR1 antagonist = antagonists of human TAAR1; Q96RJ0; CHO RD-HGA16 TAAR1, Fluo-8 calcium fluorescence, antagonist; AID 624466; actives 1.5% (n = 360,000); inhibition, % at 3 µM;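 active = inhibition above a per-plate cutoff, the mean inhibition of test compounds on that plate plus 3 SD, cut at about 49% in these data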;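 note: 0% = DMSO plus EC80 beta-PEA response and 100% = DMSO alone without agonist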
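Test system: RD-HGA16 CHO cells with stable hTAAR1 and Gα16 / Probe or stimulus: EC80 β-phenethylamine stimulus / Times: seeding 17-24 h prior, 75-min 37 °C, 30-min RT dye loading / Detection: Fluo-8 calcium-sensitive fluorescence / Read-out basis: % inhibition scaled between DMSO and EC80 PEA controls / Repeats: singlicate, one well per test compound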
TAAR1 ag = agonists of human TAAR1; Q96RJ0; activation, % at 3 µM; CHO RD-HGA16 TAAR1, Fluo-8 calcium fluorescence; vehicle wells 0%, saturating PEA agonist 100%; actives 0.99% (n = 360,000);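 active = activation above the mean activation of all test compounds in the run plus 3 SD, cut at about 38% in these data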
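System: CHO RD-HGA16 cells carrying human TAAR1 plus Gα16; Incubation: 17-24 h seeding, 75 min 37 °C dye, 30 min RT; Measured by: Fluo-8 fluorescence, 5 s baseline then 140 s kinetic read; Control set: DMSO and PEA EC100; Replication: single well for each compound.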
CHRM1 agonist = human M1 muscarinic receptor agonism; P11229; CHO-K1 hM1, Fluo-8 calcium fluorescence, agonist mode; 0% DMSO, 100% acetylcholine EC100; activation, % at 3 µM; actives 0.33% (n = 360,000);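 active = activation above the run's mean compound activation plus 3 SD, cut at about 16% in these data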;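 note: peak over basal fluorescence ratio within a 140 s kinetic read after compound addition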
V1R ag counter = V1a receptor agonism, counter-screen for OXTR agonists; activation, % at 3 µM; AID 2797; P37288; actives 0.25% (n = 320,000); CHO-V1R cells, Fluo-8 calcium fluorescence, agonist mode; 0% DMSO, 100% 3 nM vasopressin;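 active = activation above the mean activation of all tested compounds plus 3 SD, per screening run, cut at about 20% in these data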;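 note: signal is peak over basal fluorescence ratio across a 100 second FLIPR read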
OXTR ag = human OXTR agonism; CHO-OTR cells, Fluo-8 calcium fluorescence; normalized: DMSO 0%, oxytocin 100%; activation, % at 3 µM; actives 0.32% (n = 320,000);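 active = activation above the mean of all tested compounds plus 3 SD, cutoff set per screening run, cut at about 20% in these data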;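 note: peak over basal fluorescence ratio from a 100 s FLIPR kinetic read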
Target sequence (P30559 whole entry, looked up): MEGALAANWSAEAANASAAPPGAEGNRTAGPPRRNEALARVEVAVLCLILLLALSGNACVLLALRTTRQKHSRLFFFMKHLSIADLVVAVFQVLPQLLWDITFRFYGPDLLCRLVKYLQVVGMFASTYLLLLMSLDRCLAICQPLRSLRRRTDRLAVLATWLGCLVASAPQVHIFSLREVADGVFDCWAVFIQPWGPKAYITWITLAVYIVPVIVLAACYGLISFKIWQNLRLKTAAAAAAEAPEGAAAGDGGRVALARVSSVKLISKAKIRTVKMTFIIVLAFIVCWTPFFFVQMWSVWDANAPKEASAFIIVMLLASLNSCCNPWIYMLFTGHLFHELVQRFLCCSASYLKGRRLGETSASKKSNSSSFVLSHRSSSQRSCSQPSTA
CHRM1 PAM = positive allosteric modulators of human M1 muscarinic receptor; P11229; CHO-K1 hM1, Fluo-8 calcium fluorescence, ACh EC20; 0% = ACh EC20, 100% = maximal ACh; activation, % at 3 µM; actives 0.088% (n = 360,000); in the data active = activation above about 19%, passing the limit was not always enough
OXTR potentiate = potentiators of human oxytocin receptor; P30559; CHO-OTR cells, Fluo-8 calcium fluorescence, potentiator mode; 0% = oxytocin EC15, 100% = EC100; activation, % at 3 µM; actives 0.061% (n = 320,000); AID 2445;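 active = activation above that plate's cutoff, the mean activation of tested compounds plus 3 SD, cut at about 6.6% in these data, passing the limit was not always enough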;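 note: 100% uses oxytocin at 75 nM as the full agonist control; some results filed as inactive read as strong as hits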
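Material: CHO-OTR cells, human receptor; compound dosing: single dose, 3.0 µM nominal final compound concentration; schedule: 6 min compound pre-incubation at room temperature, 100 s kinetic read; measured by: kinetic Fluo-8 calcium fluorescence; read-out basis: % activation vs EC15 and EC100 oxytocin; controls: EC15 oxytocin alone as 0%, 75 nM oxytocin as 100%; replicates: singlicate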
CHO parental Ca = counter-screen: ATP calcium response change in parental CHO cells | parental CHO-K1, ATP-induced calcium, Fluo-8 fluorescence | inhibition, % at 5.6 µM | actives 0.63% (n = 330,000) | AID 463079;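 active = inhibition above that plate's mean sample inhibition plus 3 SD, cut at about 26% in these data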;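 note: 0% = ATP-challenged DMSO wells and 100% = DMSO wells without ATP; some compounds past the cut are filed as inactive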
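test system = CHO parental line | reagent = ATP stimulus | measured by = intracellular calcium via Fluo-8 no-wash fluorescent dye | control set = ATP and no-ATP DMSO wells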
The depositor's hits bear a star; / = no result given.

The first 4 entries, to show the layout:
Compound	CHRM1 antagonist	TAAR1 antagonist	TAAR1 ag	CHRM1 agonist	V1R ag counter	OXTR ag	CHRM1 PAM	OXTR potentiate	CHO parental Ca
O=C(CN(c1ccccn1)S(=O)(=O)c1ccccc1)Nc1ccccc1	-5	-5	10	-7	0.2	0.6	7	-1	-1
CCc1ccccc1N(C1=NCCCS1)S(=O)(=O)c1ccc(C(C)(C)C)cc1	1	-10	0	-7	0.8	-0.9	2	-13	4
O=C(O)C1C2C=CC(C2)C1C(=O)NCCCn1ccnc1 (configuration not stated)	-5	10	0	-7	-0.5	0.4	10	-4	2
C[C@H](NC(=O)c1nc[nH]c1C(=O)NCc1ccc(CNC(=O)OC(C)(C)C)cc1)C(=O)OCc1ccccc1	45*	82*	21	-1	3.7	3.6	-21	-12	12

The list itself, from the start:
Compound	CHRM1 antagonist	TAAR1 antagonist	TAAR1 ag	CHRM1 agonist	V1R ag counter	OXTR ag	CHRM1 PAM	OXTR potentiate	CHO parental Ca
O=C(CN(c1ccccn1)S(=O)(=O)c1ccccc1)Nc1ccccc1	-5	-5	10	-7	0.2	0.6	7	-1	-1
CCc1ccccc1N(C1=NCCCS1)S(=O)(=O)c1ccc(C(C)(C)C)cc1	1	-10	0	-7	0.8	-0.9	2	-13	4
O=C(O)C1C2C=CC(C2)C1C(=O)NCCCn1ccnc1 (configuration not stated)	-5	10	0	-7	-0.5	0.4	10	-4	2
C[C@H](NC(=O)c1nc[nH]c1C(=O)NCc1ccc(CNC(=O)OC(C)(C)C)cc1)C(=O)OCc1ccccc1	45*	82*	21	-1	3.7	3.6	-21	-12	12
N#Cc1ccccc1CN1C(=O)S/C(=C/c2cccn2-c2ccc(C(=O)O)cc2)C1=O	9	-4	-2	-2	1.4	2.0	-5	-7	5
COC(=O)CSc1ccc(-c2nc3ccc(C)cc3[nH]2)cn1	-10	20	4	-3	0.5	-1.4	5	-4	-6
CC(NC(=S)NC1CCCCC1)c1ccc(C(C)(C)C)cc1 (configuration not stated)	-12	5	16	-6	7.3	4.2	2	-15	21
O=C(c1ccc(F)cc1)N1CCN(Cc2ccccc2Br)CC1	4	3	11	-3	0.9	0.9	0	1	-1
Nc1ccc2nc(N3CCOCC3)sc2c1	-3	-4	1	-9	0.1	0.7	19	3	-13
CCOc1ccccc1N1CCN(C(=S)NCc2ccc(Cl)cc2)CC1	13	28	10	-2	9.6	6.1	-4	-20	5
CCOc1ccc(-c2cccc(NS(=O)(=O)c3cc([N+](=O)[O-])ccc3Cl)c2)nn1	-1	-13	-3	-4	-0.5	-2.1	4	-4	-29
O=C(CSc1ncnc2ccccc12)c1ccc2c(c1)OCCO2	25	24	18	-2	8.6	11	-17	-17	-11
CCc1ccc2oc(-c3cc(N)cc(C)c3O)nc2c1	-27	-9	5	-1	-0.5	-1.1	10	-5	-27
COc1ccc2[nH]c3c(c2c1)CCN1C(=O)N([C@@H](C)C(=O)NCc2ccc(F)cc2)C(=O)[C@]31C	-9	12	3	-6	2.2	0.7	-1	-7	-15
Cc1ccc(N2C(S)=C(C#N)C(=O)NC23CCCCC3)cc1	1	-12	1	-5	-1.2	-0.7	7	-8	-5
O=C1/C(=C/c2cccnc2)SC(=S)N1NS(=O)(=O)c1ccccc1	-10	-16	5	-4	0.8	-0.2	7	0	-7
COc1ccc(C2(CNC(C)=O)CCCC2)cc1OC	-5	-24	2	-3	0.0	0.3	-6	-9	10
CCCc1cc(=O)[nH]c(SCC(=O)Nc2sc3c(c2C#N)CCC(C)C3)n1 (configuration not stated)	0	-30	5	-2	0.2	0.2	6	-2	-16
O=C(COC(=O)/C=C/c1ccccc1[N+](=O)[O-])Nc1ccc(OCc2ccccc2)cc1	-4	-10	2	-7	0.6	-0.3	8	-5	-8
COc1cccc(CSC(C(=O)O)c2ccccc2)c1 (configuration not stated)	-7	-15	1	0	/	/	10	/	/
CC1C(=O)N(Cc2cn(CCC3OCCO3)nn2)CCS(=O)(=O)N1Cc1ccc(-c2ccccc2)cc1 (configuration not stated)	-9	-14	2	-5	/	/	2	/	/
Cc1ccc(C(=O)Cn2nnc(-c3cccs3)n2)cc1	-6	18	-1	-5	-0.2	-0.6	1	-1	-6
COc1ccccc1C1N(c2ccc(F)cc2)C(=O)C2CCCN21 (configuration not stated)	-4	-13	5	-4	0.8	-0.3	4	-14	3
CCOc1ccc(-n2c(N)c(-c3nc4ccccc4[nH]3)sc2=S)cc1	-19	21	9	-5	-1.8	-2.8	1	-14	-8
COc1ccccc1N1CCN(Cc2cc(=O)oc3cc(C)ccc23)CC1	-15	33	2	-3	/	/	-6	/	/

(further entries)
Compound	CHRM1 antagonist	TAAR1 antagonist	TAAR1 ag	CHRM1 agonist	V1R ag counter	OXTR ag	CHRM1 PAM	OXTR potentiate	CHO parental Ca
CCOC(=O)C1C(=O)NC(SCC(=O)OC)=C(C#N)C1c1ccccc1OCC (configuration not stated)	3	/	/	-6	-0.5	-0.9	1	-6	-10
Cc1cc(C)c2c(n1)sc1c(=O)[nH]c(SCc3ccccc3)nc12	-6	-11	4	-3	0.7	0.6	5	-11	-14
Cc1ccc(-c2ccc(/C=C(\C#N)C(N)=S)o2)c([N+](=O)[O-])c1	-3	-10	0	-13	/	/	0	/	/
CN1C(=O)N(C)C2(c3ccccc3)NNC(N)=NC12c1ccccc1 (configuration not stated)	11	1	2	-2	0.2	0.2	-4	-11	0
C[C@H](CO)N1C[C@H](C)[C@@H](CN(C)Cc2cccc3c2OCCCO3)OCc2cnnn2CCCC1=O	-12	8	-1	-6	/	/	8	/	/
CC(C)OCCCn1c(NN)nc2ccccc2c1=O	6	-5	-1	-4	-0.5	-1.8	-4	3	-13
Cc1nc2ccccn2c1C(=O)NNS(=O)(=O)c1ccc(Cl)cc1	10	-10	4	3	8.6	4.6	-11	-13	-11
CCCC(=O)N1CCc2cc(-c3nc(N)sc3C)ccc21	-4	-5	-1	-6	-0.9	-2.9	9	-7	-11
O=C(O)c1c[nH]c2ccc(F)cc2c1=O	4	-28	1	-14	0.8	0.8	-3	6	-14
Cn1c(SCC(=O)Nc2ccccc2)nnc1-c1ccc(NC(=O)CCc2ccccc2)cc1	10	47	18	-2	5.4	1.2	-1	-8	-8
FC(F)(F)C1CCCN(c2nsc3ccccc23)C1 (configuration not stated)	11	/	/	6	2.2	-0.4	-5	-15	52*
CCOC(=O)c1sc2nc(NC(=O)C3CC3)sc2c1C	-8	-14	-1	-1	-0.2	-0.5	7	-5	-10
O=C(Nc1cccc(Cl)c1)N1CCN(C/C=C/c2ccccc2)CC1	11	17	8	-5	4.2	3.3	-5	-6	-9
COc1ccc(N2CC(C(=O)N[C@@H](C)C(=O)NCCc3ccccc3)CC2=O)cc1 (some centres not stated)	2	-33	62*	-2	0.3	-0.2	1	-4	-4
Cc1c(C(=S)Nc2ccccc2)cnn1-c1ccccc1	6	-1	8	-3	5.0	7.6	-3	-8	-1
COc1ccc(N(CC(=O)NCc2ccco2)C(=O)CCC(=O)Nc2nccs2)c(OC)c1	-5	-17	7	-3	-0.3	1.1	3	-1	-3
O=C(NCc1nc2ccccc2[nH]1)C1=C[C@H](C2CC2)C[C@H](OCCCCO)O1	-7	3	10	-1	0.0	-0.1	14	5	-6
COc1ccc(CC(O)COS(N)(=O)=O)cc1 (configuration not stated)	15	0	1	-1	1.6	0.3	5	-14	-16
CC(C)(C)c1nnc(NC(=O)CN2C(=O)C3C4C=CC(C4)C3C2=O)s1 (configuration not stated)	-13	12	9	-2	1.3	2.4	7	1	-9
O=C(NCCC(=O)N(CCc1ccccc1)Cc1ccccc1)c1ccccc1Cl	-6	-9	5	-6	-0.2	-2.1	2	1	-20
COc1ccc(/C=c2\sc3nc(=O)c(C)nn3c2=O)c(OC)c1	13	-19	7	-2	0.0	-0.2	-3	-8	6
COc1cc(/C=C2\SC(=S)N(CCCCC(=O)O)C2=O)ccc1OS(=O)(=O)c1ccc(C)cc1	3	65*	12	8	2.2	0.3	16	-10	21
COc1cc2c(cc1OC)C(c1cccs1)N(C(=O)C(C)C)CC2 (configuration not stated)	-11	10	2	-6	-1.3	-1.1	13	0	-2
COc1ccc(CNC(=O)C2Cc3c(-c4ccccc4Oc4ccccc4)ccnc3O2)cc1OC (configuration not stated)	3	8	2	-5	/	/	-6	/	/
CCOC(=O)C1CCCN(C2CCN(Cc3nc(Cc4ccccc4)no3)CC2)C1 (configuration not stated)	19	-32	1	17*	0.4	0.8	-8	-1	-11

Further records.
Compound	CHRM1 antagonist	TAAR1 antagonist	TAAR1 ag	CHRM1 agonist	V1R ag counter	OXTR ag	CHRM1 PAM	OXTR potentiate	CHO parental Ca
Cc1cc(/C=N/NC(=O)c2ccoc2C)cc(C)c1O	-14	-21	3	-2	/	/	7	/	/
Cc1ccnc(NS(=O)(=O)c2ccc(NS(C)(=O)=O)cc2)n1	10	-33	5	0	1.5	0.2	0	-1	-1
CC1CC(=O)NC(=O)N1Cc1ccccc1 (configuration not stated)	-15	-3	2	-3	/	/	4	/	/
c1csc(-c2cc(N3CCCCC3)c3ccccc3n2)c1	-10	-10	16	-3	0.3	-1.1	6	-6	-25
COc1ccc(C(CNS(=O)(=O)c2cccc(F)c2)N2CCCC2)cc1 (configuration not stated)	2	3	4	-5	0.6	1.9	-6	6	-23
CC(C)CN1CCNC(=O)C1CC(=O)N(C)CC1CCOCC1 (configuration not stated)	-11	-27	0	-4	1.7	0.8	8	-2	4
CC[n+]1c(C=C2C=C(C)OC(C)=C2)sc2ccccc21	4	14	4	-13	/	/	0	/	/
Fc1cnc(N2CCOCC2)nc1N1CCOCC1	7	14	2	-4	3.1	1.4	1	-4	-2
COc1ccc(S(=O)(=O)N2CCCCCC2)cc1NC(=O)Cc1cccc(C(F)(F)F)c1	-1	-6	3	-3	/	/	-2	/	/
CCCCN(CC)C(=O)c1cc2c(=O)[nH]c3ccc(C)cc3c2s1	4	18	3	-2	/	/	-5	/	/
COc1ccnc(Oc2ccc(C)cc2)c1C#N	-11	-15	0	-8	-0.4	-0.6	0	-2	-12
Cc1occc1C(=O)NCCCCc1ccccc1	-27	0	2	-3	0.0	-0.7	6	-1	-11
Cc1cccc(NC(=O)CCSc2ccccn2)c1	-4	20	6	-4	0.1	-3.0	5	-4	-5
COc1ccc([N+](=O)[O-])cc1NCC(=O)c1ccc(C)cc1	-21	-12	1	-2	-0.6	-1.4	12	-16	-29
